# UDG counter: Primary qHTS assay for inhibitors of Activation Induced Cytidine Deaminase (AID): UDG Counterscreen signal; Uracil-DNA glycosylase; FRET deamination/UDG coupled assay, UDG read, 4 h; Potency, µM (titrated, usually from 115 µM), for the others: at the highest dose activity change, negative = inhibition, usual class: inhibitors; actives 0.14% (n = 91,000); AID 1347430, 2020; note: nearly all actives have a fitted effect of over 65% in size
# AID inh: Primary qHTS assay for inhibitors of Activation Induced Cytidine Deaminase (AID): AID signal; Single-stranded DNA cytosine deaminase (Homo sapiens), Q9GZX7; AID deamination FRET fluorescence, UDG-coupled, 4 h; Potency, µM (series often up to 115 µM), for the others: top-dose activity change, negative = inhibition, most hits filed as inhibitors; actives 0.32% (n = 91,000); note: nearly all actives have a fitted effect of over 25% in size
# Target sequence (Q9GZX7 whole entry, looked up): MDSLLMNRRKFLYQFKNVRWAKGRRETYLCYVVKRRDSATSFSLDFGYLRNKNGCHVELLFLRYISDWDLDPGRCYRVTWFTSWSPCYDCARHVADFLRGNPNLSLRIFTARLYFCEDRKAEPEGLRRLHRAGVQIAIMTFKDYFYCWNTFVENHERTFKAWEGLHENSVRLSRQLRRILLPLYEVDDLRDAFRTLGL
# * hit, by the source's call; ? = inconclusive; [ ] = remark or other dose. Calls come from the whole dose curve; as a rule, active = well fitted curve in the direction sought with a large enough effect; inconclusive = small, poorly fitted or top-dose-only effect, or another doubt; inactive = no such curve, though single readings can be large; an effect the other way counts as inactive or inconclusive. % is set by controls: 0 for no effect and ±100 for the full control effect; potency is the fitted concentration of half-maximal effect. The list is partial (hit frequency here may not be typical).
smiles | UDG counter | AID inh
O=C(CCCSc1nc2ccccc2s1)Nc1ccc(F)cc1 | 0% | -16%
CN(C)S(=O)(=O)c1ccc(-c2nc(C#N)c(NCc3ccc(F)cc3)o2)cc1 | 48%[activator] | -9%
O=C(COC(=O)c1cc(=O)c2ccccc2o1)Nc1ccc(Cl)cc1 | -7% | 5%
COc1ccc(Cn2c(=O)c3oc4ccccc4c3n(Cc3cccc(F)c3)c2=O)cc1 | -3%[57.5 µM] | -20%
Cc1nc(-c2ccc(S(=O)(=O)Nc3ccc(OC(F)(F)F)cc3)cc2)co1 | -1% | 2%
CCc1ccc(NC(=O)CN(Cc2ccccc2)S(=O)(=O)c2ccc3nc(C)sc3c2)cc1 | 9% | -7%
COc1ccc(C2=C(C)C(=NCCCN3CCN(c4cc(C)ccc4C)CC3)NS2(=O)=O)cc1 | -5% | -6%
O=C(CSc1cccs1)NCc1cccs1 | -1% | 14%
COc1ccc(C2CC(=O)C3=C(C2)OC(N)=C(C#N)C3c2cccc(Br)c2)cc1 (stereo not drawn) | 0% | -13%
CC1=C(C(=O)N2CCN(c3cccc(Cl)c3)CC2)C2(CCCCC2)OC1=O | 5% | -4%
Cc1cccc(NC(=O)CSc2nnc(NC(=O)Nc3ccccc3)s2)c1C | 5% | 12%
CCc1ccc(OCC(=O)N(Cc2ccc(OC)cc2)C2CCS(=O)(=O)C2)cc1 (stereo not drawn) | -11% | -17%
CCc1c(C)c(C#N)c2nc3ccccc3n2c1Nc1cccc(C(F)(F)F)c1 | -7% | ?
Cc1ccc(CN2c3ccccc3-c3nc(SCC(=O)Nc4c(C)cc(C)cc4C)ncc3S2(=O)=O)cc1 | -5% | 45%[activator]
COc1ccc(OCCSc2nc(C)c(Cc3ccccc3)c(=O)[nH]2)cc1 | -2% | 6%
CC#CCOC(=O)c1c(C)nc2sc3c(c2c1N)CCC(O)C3 (stereo not drawn) | 6% | -4%
CCS(=O)(=O)NCc1ccnc(N2CCN(c3ccc(F)cc3)CC2)c1 | -6% | -3%
COc1ccc(CCNC(=O)Cc2c(C)c3ccc(O)c(C)c3oc2=O)cc1OC | 30%[activator] | 13%
COc1cc(/C=C(/C#N)c2nc3ccccc3o2)ccc1O | -21% | -6%
CCOC(=O)c1sc2nc(N3CCOCC3)c3c(c2c1N)CCN(C)C3 | -6% | 43%[activator]
CC(C)C(NC(=O)c1cccc(CS(C)(=O)=O)c1)c1ccc(F)cc1 (stereo not drawn) | 4% | 3%
CCCOc1ccc(OC(=O)c2cn(-c3ccc(OC)cc3)c(=O)c3ccccc23)cc1 | ? | -11%
COc1ccc(-c2cc(C(F)(F)F)n3nc(-c4ccccc4)cc3n2)cc1OC | 8% | -5%
COC(=O)c1ccc(NC(=O)CSc2n[nH]c(CC(C)C)n2)cc1 | 4% | -4%
CCN(CC)S(=O)(=O)c1ccc2c(c1)N(CC(=O)NCCCN1CCN(c3ccccc3F)CC1)C(=O)CO2 | 7% | -1%
CC(C)(C)c1[nH]c2ccccc2c1C=O | -2% | 1%
CCCCC(=O)Nc1oc2c(C)cccc2c(=O)c1-c1ccc(OC)cc1 | 11% | -1%
COc1ccc(Cl)cc1NC(=O)C(=O)NCc1ccc(Cl)cc1 | -3%[57.5 µM] | -6%[57.5 µM]
Cc1cccc(NC(=O)CSc2nc3ccc(NC(=O)c4cccs4)cc3s2)c1 | -1% | 4%
COc1ccc(S(=O)(=O)NCc2nc3nc(C)cc(C)n3n2)cc1 | 3% | -2%
Cc1cccc(-c2cc(-c3ccccc3)nc(SCC(=O)Nc3ccccc3)c2C#N)c1 | 2% | 10%
Cc1cc(/C=C/C(=O)c2cccs2)cc(C)c1O | 10% | 6%
CCCNC(=O)c1c2c(nc3ccccc13)C(=O)N(C1CCCCC1)C2 | -5% | -14%
CCCN1CCN(CCNC(=O)Nc2cc(C)ccc2OC)CC1 | -2% | -5%
O=C(COc1ccc([N+](=O)[O-])cc1)N1CCC(c2nc3ccccc3s2)CC1 | 2% | ?
CCCCOC(=O)c1ccc(NC(=O)c2ccc3c(c2)CCCN3S(C)(=O)=O)cc1 | -3% | 4%
CC(C(=O)c1ccccc1)C1(O)C(=O)Nc2ccc(Cl)cc21 (stereo not drawn) | 1% | 11%
COc1cc(/C=C/c2nc3ccccc3c(=O)n2-c2ccc(C(=O)O)cc2)ccc1O | -18% | -2%
CCOCCCNC(=O)C1CCC(CNS(=O)(=O)c2ccc(NC(C)=O)cc2)CC1 (stereo not drawn) | -14% | 3%
Cc1ccc(C)c(N2CCN(C(=O)c3c4c(nc5ccccc35)C(=O)N(C3CCCCC3)C4)CC2)c1 | 41%[activator] | 5%
CC(Oc1ccccc1)C(=O)Nc1c(C(=O)Nc2cccc(F)c2)oc2ccccc12 (stereo not drawn) | 2% | -1%
CCN(CC)C(=O)CSc1cn(CC(=O)N2CCCCCC2)c2ccccc12 | 8% | 6%
O=C(O)C/C(=C/c1cccs1)c1nc2ccccc2s1 | 7% | 1%
Cc1nn(-c2ccc(N3CCCCC3)nn2)c(C)c1CCC(=O)NCCc1ccco1 | 12% | -10%
C/C(=N\NC(N)=S)c1ccc(C2CCCCC2)cc1 | -7% | -10%
Cc1ccc(-c2csc(-c3cc4c([nH]c3=O)CC(c3ccccc3)CC4=O)n2)cc1 (stereo not drawn) | 4% | 46%[activator]
Cc1ccc2cccc(SCc3ccc(F)cc3)c2n1 | 3% | -19%
COc1ccc(CCNC(=O)c2nn(C)c3c2CS(=O)(=O)c2ccccc2-3)cc1OC | 0% | -2%
COc1ccc(Cl)cc1NC(=O)CSc1cc(C)[nH]c(=O)n1 | -10% | 33%[activator]
CCC(=O)c1cc(Br)c(OC)cc1OC | 7% | -9%
Cc1cc2ccccc2n1CCNC(=O)c1cccc(Cl)c1 | -5% | -5%
COC(=O)NC(NC(=O)OC)c1ccc(Br)cc1 | -6% | -7%
Cc1ccccc1Cn1c2ccccc2c2cnn(CC(=O)NCC(C)c3ccccc3)c(=O)c21 (stereo not drawn) | -13%[57.5 µM] | 8%
COc1ccc(CNC(=O)c2cc(-c3cccc(Cl)c3)on2)cc1 | -4% | ?
Nc1nccnc1C(=O)NCc1ccc(Cl)s1 | -4% | -2%
O=C(NCc1ccco1)c1cc(-c2cccnc2)nc2ccccc12 | 4% | 1%
COc1ccc(N(CC(=O)NCc2ccc(C)cc2)S(=O)(=O)c2c(C)[nH]c(=O)[nH]c2=O)cc1 | 4%[57.5 µM] | -7%[57.5 µM]
NCCc1nnc(SCc2ccc(Cl)cc2)o1 | 5% | 17%
Cc1cc(C)c2oc(C(=O)N(Cc3ccc(F)cc3)C3CCS(=O)(=O)C3)cc(=O)c2c1 (stereo not drawn) | ? | -18%
O=C(Cc1coc2cc3c(cc12)CCC3)NC1CCSc2c(F)cccc21 (stereo not drawn) | -5% | -11%

# Continuation:
smiles | UDG counter | AID inh
Cc1ccc(C(O)CNC(=O)C2CC=CCC2)cc1 (stereo not drawn) | 8% | -3%
Cc1ccc(C2Cc3ccccc3N2)cc1 (stereo not drawn) | -10% | 7%
CCc1ccc(OCC(=O)Nc2cc3oc4ccccc4c3cc2OC)cc1 | 4% | 5%
CCCC(CCC)C(=O)NCCc1c[nH]c2ccc(C)cc12 | 0% | -5%
CCOc1cc(/C=C2\C(=O)Nc3ccccc32)ccc1OC(F)F | -4% | -8%
CCC(Cn1nnc2ccccc2c1=O)NC(=O)Nc1ccc(C)cc1C (stereo not drawn) | -7%[57.5 µM] | -16%
CC(C)CNc1nc(-c2ccc3c(c2)NC(=O)CO3)cs1 | 1% | -5%
CCC(=O)N1c2ccc(S(=O)(=O)NCc3cccc(OC)c3)cc2CC1C (stereo not drawn) | 6% | 11%
COc1ccc(-c2nc3ccc(Cl)cn3c2Nc2ccc(C)cc2)cc1 | -20%[57.5 µM] | 5%
CC1(C)CC(=O)C2=C(C1)OC(N)=C(C#N)C2c1cccc(Oc2ccccc2)c1 (stereo not drawn) | -3% | -7%
CC(Cc1ccco1)NC(=O)c1cc2cc(S(=O)(=O)N(C)C)ccc2n1C (stereo not drawn) | -11% | -15%
CNC(=O)c1cccc(OCc2coc(-c3cccc(F)c3)n2)c1 | -5% | -2%
O=C(NCCC(c1ccccc1)c1ccccc1)c1ccc[n+]([O-])c1 | -1% | 5%
CC(NC(=O)c1n[nH]c(=O)c2ccccc12)c1ccc(F)cc1 (stereo not drawn) | 9% | 7%
O=S(=O)(NCC(c1cccs1)S(=O)(=O)c1ccccc1)c1ccccc1 (stereo not drawn) | 0% | 17%
NCCC/C(=N/O)c1cccs1 | ? | -20%
CCOc1ccc(OCCSc2nc3ccccc3n2CC(O)CO)cc1 (stereo not drawn) | -4% | -11%
O=C(CSc1nc2ccsc2c(=O)n1-c1ccc(Br)cc1)NCc1ccccc1 | 6% | 24%
Cc1ccc(Cn2c(CO)cnc2SCC(=O)Nc2cccc(F)c2)cc1 | -9% | -3%
CCCCCn1c(=N)c(S(=O)(=O)c2ccc(C)cc2)cc2c(=O)n3cc(C)ccc3nc21 | 11% | 24%
CCc1[nH]c(C(=O)N2CCCC2c2ccc3c(c2)OCCO3)c(C)c1C(=O)OC (stereo not drawn) | 5% | 2%
Cc1ccc(-c2c(C)n3c4c(=O)n(C)c(=O)n(C)c4nc3n2CCCO)cc1 | 4% | 10%
Cc1ccc(F)cc1NC(=O)c1ccn(Cn2nnc(-c3ccccc3)n2)n1 | -7% | -8%
N#CC1=C(N)Oc2n[nH]c(-c3ccccc3)c2C12C(=O)N(Cc1ccc(F)cc1)c1ccccc12 (stereo not drawn) | 2% | 14%
CC(C)(C)c1cc(Sc2c(Cl)c(Cl)nc(Cl)c2Cl)cc(C(C)(C)C)c1O | 12% | 7%
C=CCOc1cccc(C(c2c[nH]c3ccccc23)c2c[nH]c3ccccc23)c1 | -11% | 3%
CCC(NC(=O)c1ccc(N(C)C)cc1)c1ccc(C)cc1 (stereo not drawn) | -7% | -2%
CCC(=O)Nc1ccc(-c2csc(NC)n2)cc1 | -6% | -1%
CC(=O)Nc1ccc(S(=O)(=O)N2CCC(c3nnnn3-c3ccccc3)CC2)cc1 | -2%[57.5 µM] | 9%
Cc1cccc(Cc2c(C)nc3nc(SCc4ccccc4C)nn3c2C)c1 | -16% | -31%

# 14 compounds out of the list, ordered by number of heavy atoms, lowest first:
smiles | UDG counter | AID inh
NCCC/C(=N/O)c1cccs1 | ? | -20%
Cc1ccc(C(O)CNC(=O)C2CC=CCC2)cc1 (stereo not drawn) | 8% | -3%
CC(C)CNc1nc(-c2ccc3c(c2)NC(=O)CO3)cs1 | 1% | -5%
CCC(NC(=O)c1ccc(N(C)C)cc1)c1ccc(C)cc1 (stereo not drawn) | -7% | -2%
CC(NC(=O)c1n[nH]c(=O)c2ccccc12)c1ccc(F)cc1 (stereo not drawn) | 9% | 7%
CCOc1cc(/C=C2\C(=O)Nc3ccccc32)ccc1OC(F)F | -4% | -8%
O=C(NCCC(c1ccccc1)c1ccccc1)c1ccc[n+]([O-])c1 | -1% | 5%
CC(C)(C)c1cc(Sc2c(Cl)c(Cl)nc(Cl)c2Cl)cc(C(C)(C)C)c1O | 12% | 7%
CCC(Cn1nnc2ccccc2c1=O)NC(=O)Nc1ccc(C)cc1C (stereo not drawn) | -7%[57.5 µM] | -16%
Cc1cccc(Cc2c(C)nc3nc(SCc4ccccc4C)nn3c2C)c1 | -16% | -31%
C=CCOc1cccc(C(c2c[nH]c3ccccc23)c2c[nH]c3ccccc23)c1 | -11% | 3%
CC(=O)Nc1ccc(S(=O)(=O)N2CCC(c3nnnn3-c3ccccc3)CC2)cc1 | -2%[57.5 µM] | 9%
CCCCCn1c(=N)c(S(=O)(=O)c2ccc(C)cc2)cc2c(=O)n3cc(C)ccc3nc21 | 11% | 24%
N#CC1=C(N)Oc2n[nH]c(-c3ccccc3)c2C12C(=O)N(Cc1ccc(F)cc1)c1ccccc12 (stereo not drawn) | 2% | 14%

# New compounds follow:
smiles | UDG counter | AID inh
COc1ccc(OCC(=O)Nc2nn3cc(-c4ccccc4)nc3s2)cc1 | 1% | 9%
CCCOc1ccc(C(=O)Nc2cccc3ncccc23)cc1 | -4% | 0%
Cc1c(C(=O)NCC(c2ccsc2)N(C)C)oc2ccc(Br)cc12 (stereo not drawn) | -2% | -8%
CCc1ccc(-c2[nH]c3c(c2-c2sc(C)c(C(=O)OC)c2O)c(=O)[nH]c(=O)n3C)cc1 | 1% | 34%[activator]
Cc1cccc(N2CCN(C(=O)C3CCN(S(=O)(=O)c4ccc5c(c4)oc(=O)n5C)CC3)CC2)c1C | -11% | -6%
CC(C)C(=O)Nc1ccc(F)c(F)c1F | 10% | 3%
CC(NC(=O)CCSc1ccc(Cl)cc1)c1ccccc1 (stereo not drawn) | 2% | -9%
CCOC(=O)CCn1c(=O)c2cccn2c2cccnc21 | -8% | -17%
CCN(CC)S(=O)(=O)c1ccc(NC(=O)Cc2cn3ccsc3n2)cc1 | ? | -17%
O=C(Nc1ccc(F)c(F)c1F)c1n[nH]c(=O)c2ccccc12 | 0% | -8%
COc1ccc(NC(=O)Cn2c(=O)n(CCC(=O)NCc3ccccc3OC)c(=O)c3ccccc32)cc1Cl | 2% | 6%
Oc1ccc(C2CC3CC2C2C=CCC32)cc1 (stereo not drawn) | 4% | -2%
CCOC(=O)C1CCN(C(=O)CN2c3ccc(C(C)C)cc3-c3ccccc3S2(=O)=O)CC1 | 12% | 5%
CC(C)Oc1cccc(NC(=O)C2CCN(S(=O)(=O)Cc3ccccc3)CC2)c1 | 38%[activator] | 6%

# Assay outcomes deposited in PubChem by National Center for Advancing Translational Sciences (NCATS).
